# T cell HTS – T cell immune modulation candidate. AID 2052. 2C CD8+ T cell-vesicle binding, flow cytometry; active compounds read low. calls only at 7 µM. 0.068% of 330,000 active;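 active means response, share of CD8 T cells binding vesicles, and their 90th percentile fluorescence all below set limits, cut at about 80% in these data, passing the limit was not always enough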
#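 Material: 2C TCR transgenic mouse naive CD8+ T cells, MACS-purified. Also added: QL9-charged Drosophila Ld/ICAM-1/B7-1 vesicles. Timing: binding 1.5 h at 37 °C. Measured by: high-throughput flow cytometry with anti-B7-1 and anti-CD8 staining. Read-out: percent CD8+ FL2 mean versus row control. Controls: Unloaded micro-vesicles (low), QL9 vesicles with 0.7% DMSO (high).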
# Rac1 GTP hydrolysis – MgcRacGAP GTPase-activating activity inhibitors, confirmation, biochemical, ADP Hunter fluorescence; AID 624330; 0.6% of 340,000 active; inhibition, % at 30 µM; hits with a dose series show IC50 in µM; MgcRacGAP-stimulated Rac1 GTP hydrolysis, ADP Hunter fluorescence; higher % means a stronger effect; GST-tagged Rac1 F28L mutant substrate;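 active means first-screen hits whose inhibition reached a set limit at any dose in the follow-up dose series; inconclusive means inhibition above the set first-screen limit but never retested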;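 further: fluorescence reports GDP produced by GAP-driven GTP hydrolysis; strong numbers were not always called active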
# NTR1 agonist – NTR1-driven beta-arrestin-GFP spot formation – imaging, U2OS cells, high content, primary screen (AID 493036); P30989; agonist mode; activation, % at 20 µM; 0.17% of 330,000 active;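 active means activation at or above 40% of the spot to cytoplasm intensity ratio, with at least 20 cells analyzed; inconclusive means wells under 20 cells, flagged as cytotoxic or low count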;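 further: 0% = DMSO without peptide and 100% = 100 nM NTR1 peptide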
# Target sequence (P30989 whole entry, looked up): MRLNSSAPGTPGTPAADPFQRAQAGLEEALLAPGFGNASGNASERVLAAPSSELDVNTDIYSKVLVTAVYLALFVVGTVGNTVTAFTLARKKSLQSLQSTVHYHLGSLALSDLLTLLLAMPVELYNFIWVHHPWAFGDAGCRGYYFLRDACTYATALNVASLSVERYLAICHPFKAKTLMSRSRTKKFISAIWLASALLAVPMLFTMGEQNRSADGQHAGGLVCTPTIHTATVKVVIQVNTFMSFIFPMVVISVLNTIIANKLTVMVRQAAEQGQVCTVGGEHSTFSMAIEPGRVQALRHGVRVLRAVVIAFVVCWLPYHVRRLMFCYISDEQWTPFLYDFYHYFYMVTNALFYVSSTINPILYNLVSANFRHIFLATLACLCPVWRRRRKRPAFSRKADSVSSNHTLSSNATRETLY
# T cell HTS vesicle-bound % – recorded beside T cell HTS, whose call it bears; double positive events, %; measured here: CD8+ vesicle-bound cell fraction;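 binding gate set so that unloaded-vesicle control wells show 10% double positive cells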
# NTR1 agonist cell count 20 µM – second read-out of NTR1 agonist, no call of its own (marks repeat the call); cell count; measured here: cell count, cytotoxicity flag
# The depositor's hits bear a star; i = inactive; ? = inconclusive. Not all compounds are listed, so the mix of outcomes need not match the whole.
# The first six compounds (preview)
compound	T cell HTS	T cell HTS vesicle-bound %	Rac1 GTP hydrolysis	NTR1 agonist	NTR1 agonist cell count 20 µM
CNc1snc(C)c1C(=O)OCC(=O)NCc1ccccc1OC	i	53	8%	0.9	49
CCOC(=O)c1ccc(NC(=O)C2CC(=O)N(c3ccc4c(c3)OCCO4)C2)cc1 (stereo not given)	i	40	8%	1.6	54
Clc1ccc(Oc2nc(N3CCOCC3)nc(N3CCOCC3)n2)c(C2CCCCC2)c1	i	55	1%	4.5	56
Cc1ccc(NC(=O)c2ccc(OCc3c(C)noc3C)cc2)nc1	i	35	3%	0.2	46
O=C(COC(=O)CC1CCCC1)Nc1ccc(Br)cc1F	i	24	2%	0.0	59
Cc1ccc(C(=O)CCC(=O)NC2=NCCS2)cc1	i	27	0%	-0.8	69

# Results (from the top)
compound	T cell HTS	T cell HTS vesicle-bound %	Rac1 GTP hydrolysis	NTR1 agonist	NTR1 agonist cell count 20 µM
CNc1snc(C)c1C(=O)OCC(=O)NCc1ccccc1OC	i	53	8%	0.9	49
CCOC(=O)c1ccc(NC(=O)C2CC(=O)N(c3ccc4c(c3)OCCO4)C2)cc1 (stereo not given)	i	40	8%	1.6	54
Clc1ccc(Oc2nc(N3CCOCC3)nc(N3CCOCC3)n2)c(C2CCCCC2)c1	i	55	1%	4.5	56
Cc1ccc(NC(=O)c2ccc(OCc3c(C)noc3C)cc2)nc1	i	35	3%	0.2	46
O=C(COC(=O)CC1CCCC1)Nc1ccc(Br)cc1F	i	24	2%	0.0	59
Cc1ccc(C(=O)CCC(=O)NC2=NCCS2)cc1	i	27	0%	-0.8	69
COC(=O)[C@]1(Cc2ccccc2)N[C@H](CN(C)C(=O)Nc2ccccc2)[C@@H]2C(=O)N(C)C(=O)[C@@H]21	i	10	4%	-0.4	57
O=C(CN1C(=O)NC2(CCc3ccccc32)C1=O)c1cccs1 (stereo not given)	i	42	0%	1.3	57
COc1ccc(NC(=O)CSc2ccc([N+](=O)[O-])cc2)cc1S(=O)(=O)N1CCOCC1	i	39	-4%	-0.4	70
COc1cccc(C(=O)OCC(=O)Nc2cc(C)on2)c1OC	i	52	3%	-0.9	66
O=C1OC[C@H]2CCCN2C(=O)[C@@H](CC(=O)N(CCO)Cc2ccccc2)C/C=C\C[C@H]1Cc1ccc(F)cc1	i	39	8%	3.7	56
Cc1ccc(S(=O)(=O)N(C)CC(=O)NCC(c2ccco2)N(C)C)cc1 (stereo not given)	i	39	-2%	-1.1	80
O=C(O)/C(=C\c1ccc(Cl)cc1)c1ccc(S(=O)(=O)N2CCCC2)s1	i	36	1%	-1.7	55
O=C(COC(=O)/C=C/c1ccco1)NCc1ccc(Cl)cc1	i	39	1%	-2.3	66
COc1ccccc1C(=O)COC(=O)Cc1ccccc1F	i	37	-1%	1.9	76
CNC1(C)[C@H]2CC[C@H](C2)C1(C)C (stereo not given in full)	i	6	4%	5.3	65
NC(=O)C1CCN(C(=O)c2ccc(F)c(S(=O)(=O)N3CCOCC3)c2)CC1	i	14	7%	-2.2	64
Cc1ccc(NC(=O)CN2C(=O)NC3(CCCc4ccccc43)C2=O)c(Cl)c1 (stereo not given)	i	46	-11%	-0.8	58
C[C@H](NC(=O)c1nc[nH]c1C(=O)OCc1ccccc1)c1ccccc1	i	53	2%	1.9	45
CCOC(=O)[C@H]1[C@H]2COc3ccc(OC)cc3[C@@H]2N2C(=O)CN(Cc3ccco3)C(=O)[C@@]12C	i	39	12%	-0.5	62
O=C(OCC(=O)N1CCCCC1)c1c[nH]c2ccccc12	i	45	-3%	0.0	95
O=C(CSc1nnc(Nc2ccccc2F)s1)NC(=O)CN1CCCC1=O	i	41	10%	-0.7	76
C=COCCNC(=O)C(=O)NCC(C)C	i	5	3%	0.5	55
Cc1ccc(NC(=O)CSc2ccccc2)cc1S(=O)(=O)N1CCCCC1	i	20	3%	0.1	68
CC1CC1C(=O)OCC(=O)Nc1cc(S(=O)(=O)N2CCCCC2)ccc1Cl (stereo not given)	i	43	7%	-1.6	59
COC(=O)[C@]1(C)N[C@H](CN(C)C(=O)C2CCCCC2)[C@@H]2C(=O)N(C)C(=O)[C@@H]21	i	5	3%	-1.5	61
C[C@H](CO)N1C[C@H](C)[C@@H](CN(C)Cc2ccc(-c3ccccc3)cc2)Oc2c(NS(=O)(=O)c3ccccc3)cccc2C1=O	i	25	2%	2.5	64
Nc1nnc(SCC(=O)NNC(=O)c2ccc([N+](=O)[O-])cc2)s1	i	28	3%	1.4	57
COC(=O)CCCCC(=O)OC	i	19	-3%	-1.0	56
CCN(Cc1nc2cc(Cl)ccc2c(=O)[nH]1)C(=O)c1cccc(OCc2c(C)noc2C)c1	i	38	3%	1.7	55
Cc1cc(NC(=O)COC(=O)c2ccc(OC(F)(F)F)cc2)no1	i	32	3%	0.8	51
COc1ccc(NS(=O)(=O)c2cc(NC(=O)[C@H](C)NC(N)=O)ccc2N2CCCC2)cc1	i	50	13%	0.4	57
COc1cc(OC)cc(C(=O)OC(C)C(=O)NC2CCCc3ccccc32)c1 (stereo not given)	i	29	6%	3.4	55
CC(C)CC1(C)NC(=O)N(CC(=O)Nc2ccc(F)c(F)c2F)C1=O (stereo not given)	i	44	4%	-1.2	64
O=C(COC(=O)C12CC3CC(CC(Cl)(C3)C1)C2)Nc1ccc2[nH]c(=O)[nH]c2c1	i	42	0%	2.9	54
Nc1nc(-c2cccnc2)nn1C(=O)CCc1ccccc1	i	39	7%	-1.4	86
C=CC[C@@H](CC(=O)N[C@H](CO)Cc1ccccc1)C(=O)NCCOC(=O)[C@@H](CC=C)CC(=O)OC(C)(C)C	i	9	5%	-0.3	54
Cc1cc(C(=O)Nc2cccc(S(=O)(=O)N3CCOCC3)c2)c2ccccc2n1	i	28	6%	3.4	54
COc1ccccc1-c1sc2cc3c(cc2c1C#CC1(O)CCCCC1)OCO3	i	18	9%	16	62
CCC1CCCCN1CC(=O)Nc1ccc2c(c1)OCCO2 (stereo not given)	i	48	4%	1.0	87
Cc1ccnc2nc(C(=O)OCC(=O)c3ccccc3)nn12	i	54	-1%	0.8	70
Cc1nn(CC(=O)OCC(=O)NCCc2ccc(S(N)(=O)=O)cc2)c(C)c1[N+](=O)[O-]	i	24	9%	-1.2	85
CCOC(=O)c1ccc2ncc(C(=O)OCC)c(NCCN(C)C)c2c1	i	40	-1%	0.8	60
CN(Cc1cccc(F)c1)C(=O)C1CC(=O)N(c2ccc3c(c2)OCCO3)C1 (stereo not given)	i	49	4%	-2.4	69
COc1ccccc1CNC(=O)CN1C(=O)NC(Cc2ccccc2)(c2ccccc2)C1=O (stereo not given)	i	43	1%	0.9	56
COc1ccc2c(C)cc(SCC(=O)NC3CCCC3)nc2c1	i	32	11%	0.0	62
CC1CCN(C(=O)c2ncn(C)c2C(=O)N2CCC(C)CC2)CC1	i	15	5%	0.0	70
Cn1c(=O)oc2cc(S(=O)(=O)NCC3CCCO3)ccc21 (stereo not given)	i	46	-5%	-1.6	81
CN1CCN(S(=O)(=O)c2cccc(C(=O)N(C)Cc3cccs3)c2)CC1	i	42	2%	2.9	60
O=C1CN(S(=O)(=O)c2cccc(Br)c2)CCN1	i	34	3%	-0.2	41

# The list goes on:
compound	T cell HTS	T cell HTS vesicle-bound %	Rac1 GTP hydrolysis	NTR1 agonist	NTR1 agonist cell count 20 µM
COc1ccc(CC(=O)Nc2cc(S(=O)(=O)N3CCCC3)ccc2Cl)c(OC)c1	i	40	5%	-1.1	60
N#Cc1cccc(C(=O)Nc2ccc(S(=O)(=O)Nc3nccs3)cc2)c1	i	31	4%	0.5	47
Cc1ccc(-c2cc(C(=O)N3CCOCC3)c3ccccc3n2)o1	i	37	-1%	0.0	85
CSCCC(NC(=O)c1ccccc1)C(=O)N1CC(C)OC(C)C1 (stereo not given)	i	39	6%	-2.3	57
CCN(Cc1cccs1)C(=O)CN1C(=O)NC(c2ccccc2)(c2ccccc2)C1=O	i	51	1%	-0.8	48
O=C(CCNC(=O)c1ccc(Cl)cc1)NCc1ccco1	i	52	4%	-1.2	51
CC(=O)c1ccccc1NC(=O)COC(=O)c1cc(C)oc1C	i	37	5%	4.1	57
CCN(C(=O)c1ccc(Cl)c(S(=O)(=O)Nc2c(C)n(C)n(-c3ccccc3)c2=O)c1)c1ccccc1	i	24	7%	1.0	60
O=C(Nc1ccc(OC(F)(F)C(F)F)c(NC(=O)c2ccc(F)cc2)c1)c1ccc(F)cc1	i	19	12%	2.8	88
O=C(Cn1nc(-c2ccccc2)oc1=O)OCC(=O)c1ccccc1	i	34	4%	-1.7	49
Cc1ccc(SCC(=O)NNC(=O)CCS(=O)(=O)c2ccc(C)cc2)cc1	i	47	4%	-1.4	59
O=C(Cc1ccccc1F)Nc1cc(S(=O)(=O)N2CCCC2)ccc1Cl	i	31	5%	2.0	57
COc1ccc(O)c(-c2nc(N)nc(N)n2)c1	i	37	6%	-0.4	53
O=C(CNC(=O)c1cccs1)Nc1ccc(N2CCOCC2)cc1	i	22	18%	1.6	59
C[C@H](CO)N1C[C@H](C)[C@@H](CN(C)Cc2ccc3c(c2)OCO3)Oc2ccc(NC(=O)Cn3cnnn3)cc2C1=O	i	14	7%	-0.6	57
CC(C)(CNS(=O)(=O)c1ccc2ccccc2c1)N1CCOCC1	i	18	-5%	-2.4	59
COc1ccc(C(=O)NC(=O)CSc2nc3nc(C)cc(C)n3n2)cc1	i	32	7%	-2.6	53
CN(C)c1ccc(/C=C/C(=O)c2ccc3c(c2)OCO3)cc1	i	9	4%	-4.1	53
Cc1cc(C)n(CCCNC(=O)c2ccc(C)o2)n1	i	25	-1%	-1.0	65
CC(=O)C[C@H](O)CC(=O)[C@H]1OC(=O)CCCCCc2ccccc21	i	12	3%	3.5	6
CSc1nc(N)nc2c1ncn2CC(=O)NCC1CCCO1 (stereo not given)	i	10	0%	-1.0	58
Cc1cccc(C)c1NC(=O)CN(C)C(=O)CC1CC2CCC1C2 (stereo not given)	i	62	7%	0.0	35
CN(CC(=O)O)C(=O)c1ccccc1	i	19	8%	3.7	63
CN(c1ccccc1)S(=O)(=O)c1cccc(NC(=O)C2=NNC(=O)CC2)c1	i	50	2%	-1.0	54
CC(=O)Oc1ccc(-c2ccc(C(=O)OCC(=O)c3c(N)n(C)c(=O)n(C)c3=O)cc2)cc1	i	44	19%	7.2	73
CC(NC(=O)COC(=O)C1CC1C)c1cccc(Cl)c1 (stereo not given)	i	41	1%	0.0	48
Cc1ccc(-n2nc(C(=O)N3CCN(C)CC3)c3c4ccccc4n(C)c3c2=O)cc1	i	49	-7%	8.7	58
O=C1O[C@@H](c2ccc(O)cc2)Cc2cccc(O)c21	i	31	?	3.2	55
Cc1noc(C)c1NC(=O)N(C)C[C@H]1Oc2ccc(NC(=O)NC3CCCCC3)cc2C(=O)N([C@H](C)CO)C[C@@H]1C	i	15	8%	-0.5	59
COc1cc(S(=O)(=O)N2CCN(C(=O)C3CC3)CC2)ccc1NC(C)=O	i	28	6%	0.1	54
O=C(NCCC1=CCCCC1)c1ccc(-n2cncn2)cc1	i	36	1%	1.6	59
Cc1ccc(S(=O)(=O)N2CCCC2)cc1C(=O)Nc1ccc(-n2cnnn2)cc1	i	33	-6%	-1.6	55
C#CCOCCOCCOCCNc1nc(N2CCN(C(=O)[C@H](CC(N)=O)n3cc([C@@H](N)CC(N)=O)nn3)CC2)nc(N2CCN(C(=O)[C@H](CC(N)=O)n3cc([C@@H](N)CC(N)=O)nn3)CC2)n1	i	10	6%	-2.8	59
CN(C1CCCCC1)S(=O)(=O)c1ccc(=S)[nH]c1	i	27	17%	5.4	48
CCC[C@@H]1Cc2ccccc2N1C(C)=O	i	27	2%	1.5	73
COc1ccc(S(=O)(=O)N2CCOCC2)cc1NC(=O)Cc1cccs1	i	56	5%	-2.0	41
COc1ccc(NC(=O)N(C)C[C@H]2Oc3ccc(NC(=O)CCC(F)(F)F)cc3C(=O)N([C@H](C)CO)C[C@@H]2C)cc1	i	6	9%	-1.4	41
CCOC(=O)C1CCCN(C(=O)c2cc(S(=O)(=O)N3CCCCCC3)ccc2OC)C1 (stereo not given)	i	17	6%	1.0	40
Cc1cc(C)n(CC(=O)NNC(=O)c2cncc(Br)c2)n1	i	10	-2%	1.4	56

# Bioassay records from PubChem BioAssay.
